Compound activity as filed in PubChem BioAssay.
DENV2 CPE rescue = inhibitors of DENV2 cytopathic effect, primary screen, cell-based, plate reader, single concentration; DENV2-infected cells, cytopathic effect rescue; CPE inhibition, % at 9.99 µM; 350,000 compounds, 1.7% hits; in the data active = CPE inhibition above about 20%, passing the limit was not always enough; inconclusive = no clear call, values can overlap the other calls; tested in BHK-21 cells;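 note: 0% = median of neutral control wells and 100% = median of positive control wells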
EWS-Fli block = EWS/Fli-driven NR0B1 reporter inhibitors, primary screen, A673 cells, NR0B1 luciferase, luminescence, MLPCN library; viability-normalised; inhibition, % at 12.6 µM; 350,000 compounds, 0.67% hits; AID 651661, 2012;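 active = mean inhibition of at least 50% after viability correction, with every replicate also passing that limit; inconclusive = mean reaches 50% but only one of two replicates passes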;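 note: firefly luciferase signal divided by Alamar Blue viability fluorescence both relative to DMSO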
PAX8 reporter = inhibitors of PAX8-driven TPO luciferase reporter, primary screen, RMG-I cells, single concentration | inhibition, % at 12.6 µM | SteadyGlo, 24 h | 360,000 compounds, 1.2% hits;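 active = mean replicate inhibition at least 60% with every replicate also reaching 60%; inconclusive = only one of the two criteria is met; inactive = mean below 60% and not all replicates reaching 60%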;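 note: luciferase light reporting Pax8 driven TPO promoter activity; plate controls were median of neutral control wells for no effect and mitoxantrone controls for full effect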
FN deposition inh = inhibitors of fibronectin matrix deposition, primary screen, AH1F cells, Alexa488-fibronectin fluorescence, plate reader | AH1F fibroblasts, overnight | AID 743247, 2014 | 350,000 compounds, 0.086% hits | inhibition, % at 12.6 µM;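 active = mean inhibition across replicates of 30% or more, regardless of how many single replicates reach that level; inconclusive = mean under 30% yet at least half of replicates reach 30%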;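 note: positive control wells lacked labelled fibronectin entirely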
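Material: AH1F fibroblast monolayer depositing Alexa488-labelled fibronectin into matrix / Amount: 10000 AH1F cells per well / Signal: fluorescence 485/525 nm / Medium: DMEM, 2% serum / Compound: single dose, pinned / Incubation: 1 h cell adhesion before compound, then overnight fibronectin incubation / Reagent: Alexa488-FN, 24 nM final / Read-out: inhibition of fibronectin deposition signal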
F508del corr = F508del CFTR correction, initial screen, CFBE line, single point; AID 720511, 2013; activity (quench increase), % at 7.58 µM; CFBE cells, YFP halide quenching; stimulated with forskolin plus potentiator P3; % fluorescence drop versus neutral controls; 350,000 compounds, 0.36% hits;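 active = mean added fluorescence quench of at least 8% versus neutral control, with both replicates also reaching 8%; inconclusive = only one of the mean or replicate conditions met; inactive = mean below 8% and not both replicates reaching 8%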;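 note: cells transiently co-express mutant CFTR-F508del with the halide-sensitive YFP; corrector assay measuring rescue of mutant channel to the surface after 24 h compound exposure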
INS-1E GSIS act = GLuc luminescence reporter in INS-1E cells, primary screen for activators of glucose-dependent secretion of insulin. INS-1E GLuc reporter insulin secretion, 2-3 h. AID 743287, 2014. activation, % at 16.6 µM. 370,000 compounds, 0.61% hits;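 active = lowest replicate activation of at least 40%, so every replicate reaches that level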;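 note: 0% = median of neutral control wells and 100% = median of IBMX positive control wells; some compounds called inactive have numbers as strong as hits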
miR122 inh = miR-122 Renilla sensor signal increase in Huh7, primary screen, miR-122 inhibitor project, cell-based, single point, plate reader; activation (reporter increase), % at 12.5 µM; Huh7 miR-122 Renilla luciferase sensor, 48 h; neutral wells = 0, positive control = 100; 340,000 compounds, 0.3% hits;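 active = mean replicate activation score at least 90 and every replicate individually at or above 90; inconclusive = only one of the two criteria met; inactive = neither criterion met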;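 note: higher luciferase means less miR-122 activity so hits act as miR-122 inhibitors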
* hit, by the source's call; ? = inconclusive; / = not tested or not shown; [ ] = another dose, or the depositor's remark.

Results follow in this order: DENV2 CPE rescue	EWS-Fli block	PAX8 reporter	FN deposition inh	F508del corr	INS-1E GSIS act	miR122 inh
- CC(C)C[C@H](N)c1cn([C@@H](Cc2ccc(O)cc2)C(=O)N2CCNCC2)nn1
    -6.0	-4.3	-12.3	-19.4	0.9	-0.2	-3.5
- CC(NCc1ccc(OCc2ccc(Cl)cc2)cc1)C(O)c1ccccc1 (stereo not drawn)
    9.9	5.1	26.9	3.6	-0.4	3.8	4.6
- C[C@H]1CCCCO[C@H](CN(C)S(=O)(=O)c2ccccc2)[C@@H](C)CN([C@@H](C)CO)C(=O)c2cc(NC(=O)Nc3ccc4c(c3)OCO4)ccc2O1
    60.8*	18.0	-6.1	-3.3	-0.9	-0.7	-3.8[16.7 µM]
- Cc1ccc(-c2nn3c(C)nnc3s2)cc1NC(=O)C(C)C
    -2.1	5.1	-1.4	-5.1	0.9	7.6	/
- Cc1cccc(C)c1NC(=O)CN1CCN(C(=O)CNC(=O)c2ccc(-c3ccccc3)cc2)CC1
    -9.4	-9.5	-94.7	-0.7	-4.3	/	-4.8
- O=C(N[C@H]1CC[C@@H](CCNC(=O)c2cnccn2)O[C@H]1CO)c1ccc2c(c1)OCO2
    -1.0	-0.4	0.3	-11.0	-1.5	5.7	3.6[16.7 µM]
- CCOc1ccc(S(=O)(=O)N2CCC(C(=O)NCC3CCCO3)CC2)cc1Cl (stereo not drawn)
    5.0	12.0	-0.1	4.0	2.0	27.7	-1.2
- C[C@@H](NC(=O)[C@@H]1[C@@H](CO)[C@@H]2Cn3c(cccc3=O)[C@H]1N2Cc1cccnc1)c1ccccc1
    4.7	2.8	2.4	/	-0.5	5.3	4.4[16.7 µM]
- COc1ccccc1NCCC(=O)OCC(=O)NC1CCCCCC1
    -3.8	0.6	-21.3	25.8	/	/	-6.2
- CN1C2CCC1CC(OC(c1ccccc1)c1ccccc1)C2 (stereo not drawn)
    0.7	-6.6	7.0	0.9	-1.1	12.6	3.5
- Oc1ccc(/C=N/Nc2ccc(C(F)(F)F)cn2)c(O)c1
    -0.5	-125.8	-40.2	-1.2	3.9	-31.0	/
- COc1ccc(NS(=O)(=O)c2cccc(C(=O)NNC(=O)c3cc(S(N)(=O)=O)ccc3OC)c2)cc1
    9.2	-1.3	2.2	-1.0	-0.9	-2.3	3.7
- CCOC(=O)C1CCN(CC(C)(C)NS(=O)(=O)c2ccc(C)cc2)CC1
    -2.4	1.2	17.7	2.8	-0.6	-1.4	0.7
- CCCN1[C@H](C(=O)NC2CCC2)[C@@H](CO)[C@@H]2Cn3c(ccc(-c4ccccc4F)c3=O)[C@@H]21
    -9.2	4.0	3.7	/	-0.2	-1.7	4.0[16.7 µM]
- COc1ccc(-c2cc(C(=O)Nc3cc(OC)c(OC)c(OC)c3)[nH]n2)c(C)c1
    4.6	-13.5	-3.7	-8.6	-2.6	-5.0	-3.6
- COc1ccc(OC)c(NC(=O)CCCCCn2nnc3ccccc3c2=O)c1
    0.9	3.2	-7.3	-1.6	1.7	4.1	-10.7
- CCC(C)NC(=O)COC(=O)c1ccc(Cl)cc1O (stereo not drawn)
    -6.6	1.0	-14.5	/	-0.7	10.0	/
- Cn1c(CCC(=O)Nc2cc(S(C)(=O)=O)ccc2Cl)nc2cc(S(=O)(=O)N3CCOCC3)ccc21
    -3.3	-5.4	4.3	5.9	0.2	8.8	-1.9
- COc1ccc(NS(=O)(=O)c2ccc3oc(SC(C)C(N)=O)nc3c2)cc1 (stereo not drawn)
    6.2	33.9	15.3	/	-0.2	-35.9	11.0
- O=C(COC(=O)CCSc1ccc(Cl)cc1)NCc1ccco1
    10.1	-5.0	13.5	/	-4.7	-7.8	-7.8
- CC(Oc1ccccc1)C(=O)NNC(=O)c1ccccn1 (stereo not drawn)
    -20.3	13.1	74.6*	0.5	1.1	/	-4.3
- O=C(c1cc(-c2ccco2)nc2ccccc12)N1CCN(Cc2ccccc2)CC1
    3.4	-12.7	-9.0	-3.8	0.7	22.8	2.2
- O=C(N[C@H]1CC[C@H](CCNS(=O)(=O)c2ccc(F)cc2)O[C@H]1CO)c1cnccn1
    -1.9	0.3	12.4	6.3	3.2	15.9	/
- Cc1noc(C)c1S(=O)(=O)Nc1ccc2c(c1)C(=O)N([C@@H](C)CO)C[C@@H](C)[C@@H](CN(C)Cc1ccncc1)O2
    12.0	-6.9	/	/	0.2	5.4	8.5[16.7 µM]
- O=C1OCCOC2CCCc3oc(C4=CCCCC4)c1c32 (stereo not drawn)
    ?	-1.1	-1.1	4.5	-0.9	9.9	/
- Oc1c(Br)cc(/C=N/Nc2ccc(Cl)nn2)cc1Br
    ?	6.5	0.1	3.8	-0.4	-29.6	2.2
- CCN(CC)C(=O)c1ccc2nc([C@H]3C[C@H](O)[C@@H](CO)O3)[nH]c2c1
    11.4	11.4	5.2	2.7	1.2	4.7	-5.9
- C[C@H]1CN([C@@H](C)CO)S(=O)(=O)c2ccc(-c3ccccc3F)cc2O[C@@H]1CN(C)Cc1cccnc1
    2.9	28.1	-1.0	1.4	3.3	-20.9	-30.2[16.7 µM]
- Cc1ccc(-c2cc(C(=O)Nc3nccs3)c3ccccc3n2)o1
    /	/	/	2.4	/	63.0	-0.4
- N#Cc1c(NC(=O)c2ccncc2)sc2c1CCC2
    8.1	-10.2	/	/	0.6	-3.2	-7.1

More results follow:
Results follow in this order: DENV2 CPE rescue	EWS-Fli block	PAX8 reporter	FN deposition inh	F508del corr	INS-1E GSIS act	miR122 inh
- O=C(Nc1c2c(nn1-c1ccc(F)cc1)CS(=O)C2)c1ccc2c(c1)OCO2 (stereo not drawn)
    9.2	/	/	-12.0	-1.0	-0.9	0.6
- C[C@H](CO)N1C[C@H](C)[C@H](CN(C)Cc2ccc(C(F)(F)F)cc2)Oc2ccc(NC(=O)Nc3ccc(C(F)(F)F)cc3)cc2CC1=O
    63.3*	6.4	35.7	/	-0.9	2.9	-13.9[16.7 µM]
- COc1ccc(S(=O)(=O)N2CCCCCC2)cc1NC(=O)Cc1ccccc1F
    -3.4	4.7	16.1	3.1	-4.2	2.0	11.2
- CCCNC(=O)N1[C@H](CNC(=O)CC)[C@@H](c2ccc(C3=CCCC3)cc2)[C@@H]1CO
    -8.2	8.2	-11.1	-7.3	-5.0	-22.3	18.0[16.7 µM]
- CC(=O)Oc1ccccc1/C=C/c1nc2ccccc2c(=O)o1
    3.5	44.5	54.0	-0.3	-0.4	-0.7	10.2
- CCOC(=O)C[C@H]1c2ccccc2S(=O)(=O)N1c1ccccc1
    37.0*	-5.9	-4.4	3.9	-0.6	-2.6	30.2
- COc1cccc(-c2c(C#N)c(N)nc3c2c(C)nn3-c2ccccc2)c1O
    2.2	2.7	17.9	6.8	-1.4	-12.3	/
- COCC(=O)N(C)C[C@@H]1Oc2cc(C#CCC(C)C)ccc2S(=O)(=O)N([C@H](C)CO)C[C@@H]1C
    6.4	-16.2	/	-5.2	-2.4	-10.5	0.9[16.7 µM]
- CCOc1ccccc1NC(=O)CN1CCC(NC(=O)Nc2ccccc2)CC1
    6.5	-3.6	15.2	2.7	-0.1	-12.3	-4.0
- Cc1ccccc1OCC(=O)Nc1cccc(Cl)c1C
    9.8	-38.6	-6.5	-1.3	-1.0	-5.1	0.5
- CCCN1CCC(Oc2cccc(C(=O)NCCc3ccccc3)c2)CC1
    -2.6	/	-83.6	-6.6	-1.2	1.9	-0.2
- Cc1cc(Cl)ccc1OCC(=O)N1C(C)CCCC1C (stereo not drawn)
    /	/	/	-2.5	/	-8.5	0.6
- CC1(C)C[C@@H](O)[C@]2(C)CC[C@]3(C)C(=CCC4[C@@]5(C)CC[C@H](O)[C@](C)(CO)C5CC[C@]43C)[C@@H]2C1 (stereo partly drawn)
    ?	-2.2	/	/	-0.8	/	-3.4
- CCS(=O)(=O)N1CC2(CN(Cc3ccc4c(c3)OCO4)[C@@H](CO)c3c2c2ccc(OC)cc2n3C)C1
    -5.4	0.1	/	-1.1	-1.4	-10.8	/
- N=c1c2ccccc2nc2n1CCCCCCCCCCC2
    -14.1	15.2	-2.0	-24.8	0.4	/	1.8
- CCC(=Nc1ccccc1O)C1=C(O)CC(c2ccccc2)CC1=O (stereo not drawn)
    3.6	3.1	19.4	0.5	6.8	-26.6	41.1
- CN(/N=C/c1cc(Cl)cc(Cl)c1O)c1c(Cl)cccc1[N+](=O)[O-]
    6.8	-4.4	1.0	8.5	0.7	-1.0	27.6
- CCCNC(=O)C[C@H]1CC[C@@H]2[C@H](COc3ccc(NC(=O)c4cccs4)cc3C(=O)N2C)O1
    -10.3	-15.4	-2.4	-6.5	-0.8	0.6	14.4[16.7 µM]
- O=C(CCSCc1ccc(Cl)cc1)NC1CCCC1
    10.9	-4.0	1.0	-3.7	/	-7.9	/
- CCOC(=O)C1CCN(C(=O)CN2C(=O)C(C(C)C)Oc3ccccc32)CC1 (stereo not drawn)
    -3.3	-2.9	-7.7	-4.7	0.6	19.3	-1.4
- O=C(NCCN1CCN(c2cccc(Cl)c2)CC1)c1ccc(CSc2nc3ccncc3[nH]2)cc1
    /	/	28.5	6.0	/	-33.0	-10.7
- CN(C)C(=O)CCc1nc2sc3c(c2c(=O)[nH]1)CCCC3
    /	/	/	-8.5	/	12.9	-4.7
- CCN(CC)c1ccc(/C=C/C(=O)c2cccnc2)cc1
    -0.3	6.9	18.9	-1.6	1.7	1.3	-4.5
- CCCOc1ccc(CSc2n[nH]c(C)n2)cc1
    -1.9	-25.5	-114.4	-1.3	-0.7	-12.7	-3.0
- CC(=O)N1N=C(c2ccc(C(C)(C)C)cc2)OC1(C)C
    -8.1	16.0	70.1*	0.4	2.2	/	/
- COc1ccc(-c2c(C)oc3c(CN4CCN(C)CC4)c(O)ccc3c2=O)cc1
    -9.9	2.8	0.6	4.0	2.2	-1.8	-2.8
- C[C@H]1CN([C@@H](C)CO)C(=O)c2cccc(NC(=O)c3cnccn3)c2O[C@H]1CN(C)Cc1ccc(C(F)(F)F)cc1
    1.2	0.3	22.9	/	-4.7	-0.8	16.4[16.7 µM]
- N#C[C@H]1[C@H](c2ccccc2)[C@@H](CO)N1C(=O)Cc1ccccn1
    3.6	-4.9	-15.0	-1.9	1.7	-2.4	/
- COc1ccc(CNc2cccc(C)n2)c(O)c1
    -0.9	11.1	7.9	14.5	0.2	-2.3	2.2
- Cc1ccc(CNc2ccc(N3CCOCC3)cc2)cc1
    -4.8	-94.0	-35.5	1.3	-2.3	-9.7	-2.5
- CCCNC(=O)N1CC[C@@H]2[C@H]1c1cc(-c3ccc(F)cc3)ccc1N(C)[C@H]2CO
    ?	2.2	3.0	8.3	0.6	-12.1	1.3[16.7 µM]
- Cc1cc(/C=N/NC(=O)c2ccoc2C)cc(C)c1O
    -2.0	-78.7	-258.0	/	1.5	/	-3.8
- COc1ccccc1-n1cc(CN2CCc3onc(-c4ccc(Br)cc4)c3C2=O)nn1
    -5.2	6.4	29.7	-2.6	-1.1	-58.9	/

Arranged by count of non-hydrogen atoms (low to high): some entries from above
Results follow in this order: DENV2 CPE rescue	EWS-Fli block	PAX8 reporter	FN deposition inh	F508del corr	INS-1E GSIS act	miR122 inh
- Cc1ccccc1OCC(=O)Nc1cccc(Cl)c1C
    9.8	-38.6	-6.5	-1.3	-1.0	-5.1	0.5
- CCN(CC)c1ccc(/C=C/C(=O)c2cccnc2)cc1
    -0.3	6.9	18.9	-1.6	1.7	1.3	-4.5
- CCC(=Nc1ccccc1O)C1=C(O)CC(c2ccccc2)CC1=O (stereo not drawn)
    3.6	3.1	19.4	0.5	6.8	-26.6	41.1
